mIAP block – blocks mouse intestinal alkaline phosphatase | AID 2806 | inhibition, % at 10 µM | 330,000 tested, 0.2% active | purified mouse IAP, CDP-Star luminescence, 30 min;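 active = inhibition of at least 40% at 10 µM in the primary screen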;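 also: plate controls were DMSO with enzyme for no effect and no enzyme wells for full effect; values of inactives mirror those of a sister screen read the other way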
mIAP act – increases mouse intestinal alkaline phosphatase activity; muIAP, CDP-Star luminescence, 30 min; active compounds read high; 1 = vehicle-only enzyme signal, 0 = enzyme-free wells; activation factor at 10 µM; 330,000 tested, 0.24% active;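 active = activation factor of at least 2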; also: the source names both 10 and 20 µM as test concentration; values of inactives mirror those of a sister screen read the other way
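System: Mouse IAP enzyme | Also added: CDP-Star substrate | Dosing: Compounds dispensed in DMSO | Schedule: 30 min enzyme-substrate-compound incubation at room temperature | Technique: Chemiluminescence readout | Control set: DMSO-only wells and no-enzyme negative control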
hIAP activ – human IAP activation; P09923; purified human IAP, CDP-Star luminescence, 30 min; active compounds read high; 1 = vehicle-only enzyme, 0 = enzyme-free background; activation factor at 10 µM; 330,000 tested, 0.16% active; AID 2524;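 active = activation factor of the enzyme at least 2-fold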; also: the source names both 10 and 20 µM as test concentration; values of inactives mirror those of a sister screen read the other way
MIN6 prolif – induces beta-cell replication in MIN6 cells. MIN6 cells proliferation, ATPlite luminescence, 48 h; cells starved in 0.2% serum; 100% = growth in 10% serum. proliferation, % at 10 µM. 330,000 tested, 0.29% active. AID 2380;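 active = compounds whose signal lies at least 3.5 SD above the mean of all wells on their plate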;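 also: 0% = DMSO-treated cells in low-serum medium and 100% = 10% serum control; some compounds called inactive have numbers as strong as hits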
NR3A LBD binder – NR3A (human) ligand-binding domain modulation | NR3A LBD differential scanning fluorimetry, Tm shift; 0% = protein alone, 100% = glycine-bound protein | Tm shift relative to glycine control, % at 25 µM | 340,000 tested, 2.5% active | AID 1259313;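 active = melting temperature shift of at least 10% of the positive control shift, at one fixed dose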
hIAP inh – human IAP inhibition. purified IAP, CDP-Star luminescence, 30 min. inhibition, % at 10 µM. P09923. 330,000 tested, 0.12% active;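 active = inhibition reaching a set limit with compound at 10 µM in the primary screen, cut at about 35% in these data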;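 also: plate controls were DMSO wells with enzyme for no effect and no-enzyme buffer wells for full effect; values of inactives mirror those of a sister screen read the other way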
MPTP block – permeability transition pore inhibition; inhibition, % at 10 µM; isolated mouse mitochondria, Ca2+ swelling absorbance, 30 min; AID 602449; 360,000 tested, 1.4% active;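 active = inhibition of 50% or more, scaled per plate between neutral and stimulator controls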;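 also: 0% = DMSO wells given calcium and 100% = 1 mM EGTA wells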
APOBEC3G inh – APOBEC3G (human) deaminase inhibition | inhibition, % at 20 µM | Q9HC16 | 330,000 tested, 0.28% active | recombinant A3G, ssDNA deamination FAM/TAMRA fluorescence;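 active = inhibition of at least 40% at 20 µM, with no more than 30% in the related APOBEC3A deaminase screen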;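 also: plate controls were DMSO wells with A3G for no effect and wells lacking A3G enzyme for full effect; some compounds called inactive have numbers as strong as hits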
Target sequence (Q9HC16 whole entry, looked up): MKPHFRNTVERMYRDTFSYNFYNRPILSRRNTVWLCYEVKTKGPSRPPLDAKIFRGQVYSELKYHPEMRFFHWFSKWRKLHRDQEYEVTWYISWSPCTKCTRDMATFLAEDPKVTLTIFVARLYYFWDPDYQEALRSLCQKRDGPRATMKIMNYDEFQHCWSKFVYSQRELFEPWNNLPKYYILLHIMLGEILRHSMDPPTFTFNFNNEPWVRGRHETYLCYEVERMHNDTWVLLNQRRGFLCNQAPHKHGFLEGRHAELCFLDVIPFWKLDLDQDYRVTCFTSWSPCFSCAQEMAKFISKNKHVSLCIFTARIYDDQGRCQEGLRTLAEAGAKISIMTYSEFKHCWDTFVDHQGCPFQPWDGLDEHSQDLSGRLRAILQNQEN
APOBEC3A inh – inhibitors of human APOBEC3A DNA deaminase. P31941. recombinant A3A, FAM/TAMRA ssDNA deamination fluorescence. inhibition, % at 20 µM. 330,000 tested, 0.41% active. AID 493011;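 active = at least 40% inhibition at 20 µM here, with at most 30% in a related deaminase screen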;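 also: plate controls were A3A with DMSO for no effect and wells lacking A3A enzyme for full effect; some results filed as inactive read as strong as hits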
Target sequence (P31941 whole entry, looked up): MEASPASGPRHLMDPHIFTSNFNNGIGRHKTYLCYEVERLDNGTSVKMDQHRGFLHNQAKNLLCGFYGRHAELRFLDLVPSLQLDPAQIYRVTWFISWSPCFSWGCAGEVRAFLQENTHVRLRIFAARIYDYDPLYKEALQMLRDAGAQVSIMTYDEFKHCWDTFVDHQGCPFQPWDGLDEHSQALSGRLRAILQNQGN
* hit, by the source's call; & = joins results of further samples.

SMILES	mIAP block	mIAP act	hIAP activ	MIN6 prolif	NR3A LBD binder	hIAP inh	MPTP block	APOBEC3G inh	APOBEC3A inh
O=C(CSc1nnc(Cc2ccccc2)o1)NCc1ccco1	5	0.95	0.96	-3	0	4	1.8	-8	0
COc1cccc(Nc2ccc([N+](=O)[O-])c3nonc23)c1	23	0.77	1.3	-2	-5	-29	30	-1	3
Cc1cc2ncn(C(=O)N3CCCC3)c2cc1C	0	1	1.1	-1	-1	-9	-1.5	0	-2
CC(C)(C)OC(=O)C[C@H]1C/C=C\C[C@@H](CC(=O)N[C@H](CO)Cc2ccccc2)C(=O)N2CCC[C@H]2COC1=O	9	0.91	0.96	1	-2	4	-1.5	-9	0
C/C(=N\NC(=O)CNc1cccc2ccccc12)c1ccccc1	28	0.72	0.86	2	-1	14	-0.2	-6	1
COc1ccc(/C=C2\N=C3CCCCCN3C2=O)cc1	3	0.97	1.1	-1	1	-10	0.9	-7	-4
COc1ccc(-c2c(C(F)(F)F)nn(C)c2NC(=O)c2ccco2)cc1	7	0.93	0.94	0	0	6	-1.1	-2	-1
O=C(COC(=O)c1ccc[nH]c1=O)NC1CCCCCCC1	-11	1.1	1.1	1	0	-14	0.4	1	2
COCCN(C(=O)c1cc2c(s1)CCCCC2)c1c(N)n(CC(C)C)c(=O)[nH]c1=O	-9	1.1	0.95	-2	-4	5	-1.9	-7	-5
CCCCc1nnc(NC(=O)Cc2ccc(S(=O)(=O)N3CCOCC3)s2)s1	-6	1.1	1	-6	-1	0	0.6	0	21
CCCCC1(Br)C(=O)N(c2ccccc2)N(c2ccccc2)C1=O	6	0.94	0.79	-2	0	22	1.6	-1	0
O=C(Nc1cnn(Cc2ccc(F)cc2)c1)c1cnn2c(C(F)F)cc(-c3ccccc3)nc12	0	1	1	-1	-1	0	1.1	-2	-3
Cc1nnc(SCC(=O)NC2CCCCC2)s1	3	0.97	0.9	1	0	10	1.0	-8	-5
CCOC(=O)c1oc2cccc(O)c2c1C	-6	1.1	1.1	-2	-1	-13	9.4	7	-2
O=C(NCCN1CCOCC1)C1CC(=O)N(c2ccc(F)c(Cl)c2)C1 (stereo unspecified)	-12	1.1	1.1	-3	-2	-5	0.4	-1	3
COCCCN1C(=O)C(=O)/C(=C(/O)c2ccc(S(=O)(=O)N3CCCCC3)cc2)C1c1ccc(F)cc1 (stereo unspecified)	-1	1	1.4	-1	-1	-36	0.1	-4	-8
Cc1cc(C)nc(-n2ncc3c2CCCC3=O)n1	6	0.94	1.3	-1	2	-25	0.1	-7	-2
C#CCOCCOCCOCCNc1nc(N2CCN(C(=O)Cn3cc(CCO)nn3)CC2)nc(N2CCN(C(=O)[C@H]([C@@H](C)O)n3cc(CCCCN)nn3)CC2)n1	-4	1	1	1	2	-2	-2.8	-4	-1
Cc1ccccc1NC(=O)CCC(=O)N/N=C/c1ccncc1	-9	1.1	1.2	1	-2	-20	2.0	-4	-6
Cc1ccccc1Nc1c([N+](=O)[O-])ccc2c1=NC1(CCCCC1)N=2	14	0.86	1.3	-4	0	-30	0.5	-1	-1
Fc1ccc(Cn2cccc2C2=NC(c3ccccc3)CO2)cc1 (stereo unspecified)	-5	1	1.1	-2	0	-6	1.2	-3	1
O=C(Nc1ccc(Br)cc1)C1CCCN(C2=NS(=O)(=O)c3ccccc32)C1 (stereo unspecified)	4	0.96	0.87	4	0	13	0.3	2	39
O=C(NCc1ccc2c(c1)OCO2)C1CC(c2ccc(Cl)c(Cl)c2)=NO1 (stereo unspecified)	2	0.98	1.1	0	-17	-6	24	2	2
COc1ccc(C(=O)/C=C/NCc2ccc(F)cc2)cc1OC	-4	1	1.1	-4	-1	-6	1.5	8	-1
CCCc1cc(=O)[nH]c(SCC(=O)NCCC2=CCCCC2)n1	-6	1.1	0.98	0	-2	2	-0.3	-1	2
O=C(Nc1ncc(Cc2cccc(Cl)c2)s1)c1cccs1	6	0.94	1.1	-3	-3	-6	0.2	0	10
CCC(CC)c1nnc(NC(=O)c2ccc3c(c2)OCO3)s1	8	0.92	0.9	-2	2	10	0.5	7	-3
N=c1nc(-c2ccccc2)ccn1O	-2	1	1.1	-1	3	-13	-1.7	1	2
COc1ccc(S(=O)(=O)CCC(=O)NCCc2ccc(Cl)cc2)cc1	-2	1	1.2	-1	-2	-25	-1.2	-5	-7
COc1ccc(-n2c(SCC(=O)N3CCN(c4ccccc4)CC3)nc3c(c2=O)SCC3)cc1	0	1	0.97	-3	-2	3	-0.8	-3	-1
CC(NC(=O)c1ccc(C(C)(C)C)cc1)C(c1cccs1)N1CCOCC1 (stereo unspecified)	-2	1	1.1	-1	-2	-11	0.2	-2	8
CN(C(=O)COC(=O)c1cc(-c2ccc(Cl)s2)nc2ccccc12)C1CCS(=O)(=O)C1 (stereo unspecified)	5	0.95	0.98	1	-5	2	0.0	-10	0
O=S(=O)(/N=C(/Nc1ccc(Cl)c(S(=O)(=O)Nc2ccccc2Cl)c1)c1ccc(F)cc1)c1ccccc1	2	0.98	0.96	-6	14*	4	5.6&50	-2	-1
CC(C)NC(=O)NC1C2CC3CC(C2)CC1C3 (stereo unspecified)	-1	1	1.3	-1	13*	-31	1.2	-7	-6
O=C(O)c1ccccc1C(=O)Nc1ccc(S(=O)(=O)N2CCCC2)cc1	11	0.89	1	-2	0	-2	0.4	-1	-2
O=[N+]([O-])c1ccc(CSc2ccc(S(=O)(=O)N3CCCC3)cn2)cc1	9	0.91	0.69	-2	0	31	-1.3	-10	-4
C=CCn1c(=NC(=O)c2sc3ccccc3c2Cl)sc2cc(S(N)(=O)=O)ccc21	9	0.91	1.1	0	16*	-8	4.2	-8	-2
C=CCN(c1ccccc1OC)S(=O)(=O)c1cccc(C(=O)OCC(=O)N2CC(C)OC(C)C2)c1 (stereo unspecified)	0	1	0.95	-3	2	5	1.4	-6	0
CN(C)/C=N/c1c(C#N)cnn1-c1ccc(C(F)(F)F)cn1	-2	1	1	0	1	-1	-1.1	-4	-2
C[N+]1(CC(=O)OCCCc2ccccc2)CCCC1	0	1	0.92	1	0	8	1.9	17	55*

Retrieved by structure from the list above (five):
SMILES	mIAP block	mIAP act	hIAP activ	MIN6 prolif	NR3A LBD binder	hIAP inh	MPTP block	APOBEC3G inh	APOBEC3A inh
O=S(=O)(/N=C(/Nc1ccc(Cl)c(S(=O)(=O)Nc2ccccc2Cl)c1)c1ccc(F)cc1)c1ccccc1	2	0.98	0.96	-6	14*	4	5.6&50	-2	-1
CN(C(=O)COC(=O)c1cc(-c2ccc(Cl)s2)nc2ccccc12)C1CCS(=O)(=O)C1 (stereo unspecified)	5	0.95	0.98	1	-5	2	0.0	-10	0
C=CCn1c(=NC(=O)c2sc3ccccc3c2Cl)sc2cc(S(N)(=O)=O)ccc21	9	0.91	1.1	0	16*	-8	4.2	-8	-2
C[N+]1(CC(=O)OCCCc2ccccc2)CCCC1	0	1	0.92	1	0	8	1.9	17	55*
CCC(CC)c1nnc(NC(=O)c2ccc3c(c2)OCO3)s1	8	0.92	0.9	-2	2	10	0.5	7	-3

Following part
SMILES	mIAP block	mIAP act	hIAP activ	MIN6 prolif	NR3A LBD binder	hIAP inh	MPTP block	APOBEC3G inh	APOBEC3A inh
Cc1ccc(S(=O)(=O)N(C)C)cc1NC(=O)C(C)Sc1ccccc1 (stereo unspecified)	-5	1.1	1.1	-3	-1	-10	-3.1	-5	-6
CC1=C(C(=O)OCc2ccccc2)C(c2ccc(N(C)C)cc2)NC(=O)N1 (stereo unspecified)	3	0.97	0.8	1	-4	20	1.8	-1	-3
COCCN(C(=O)COC(=O)CCC(=O)c1ccc(Cl)cc1)c1c(N)n(Cc2ccccc2)c(=O)[nH]c1=O	1	0.99	0.96	-1	-1	4	0.0	-9	5
Cc1ccc(/C=N/Nc2nc(N3CCCCC3)nc(N3CCCCC3)n2)o1	-1	1	1.1	-1	-1	-11	-0.2	-4	3
CC(=O)Nc1ccccc1NC(=O)C/C(C)=N/NC(=O)c1cccnc1	0	1	0.97	0	-2	3	-1.2	-14	-3
N#CCCN(C(=O)COC(=O)c1cc(=O)c2ccccc2o1)c1ccccc1	6	0.94	0.93	5	-1	7	-0.3	-7	-3
COC(=O)CCc1nc2cc(Cl)ccc2n(Cc2ccccc2)c1=O	-1	1	0.96	-3	0	4	0.1	-6	-1
O=C(NC(=S)Nc1ccc(F)cc1)c1ccc2c(c1)OCCO2	14	0.86	0.83	-5	-5	17	-2.8	-9	-1
COc1ccc(CC(=O)N2CCC(n3nccc3NC(=O)C3CCOC3)CC2)cc1 (stereo unspecified)	5	0.95	0.92	3	0	8	-0.8	-6	-7
CNc1ccc(S(=O)(=O)NCC(=O)OC(C)C(=O)N(C)Cc2ccccc2)cc1[N+](=O)[O-] (stereo unspecified)	1	0.99	0.98	3	0	2	0.0	-4	4
CCc1ccc(S(=O)(=O)NCCc2csc(-c3ccccc3)n2)s1	-9	1.1	1.1	-4	-11	-11	69*	-1	-1
CCOc1cc([N+](=O)[O-])cc(/C=C2/NC(=O)N(Cc3ccccc3F)C2=O)c1O	9	0.91	0.99	-2	-33	1	0.3	-4	3
O=C(O)[C@H](Cc1ccccc1)Nc1ccc([N+](=O)[O-])cn1	-6	1.1	0.89	-2	0	11	-0.5	2	6
CC(C)CNC(=O)C(=O)NCC1OCCN1S(=O)(=O)c1cccs1 (stereo unspecified)	1	0.99	0.98	2	-5	2	0.6	-4	1
CCOC(=O)c1cc2c(c(CSc3nc4ccccc4c(=O)n3Cc3ccco3)c1)OCOC2	10	0.9	1.1	-3	1	-6	3.0	-3	-2
Cc1onc(-c2c(Cl)cccc2Cl)c1NC(=O)NNc1c(Cl)cncc1Cl	-8	1.1	0.98	3	-1	2	0.5	-1	0
CN(C)CCNC(=S)Nc1ccc(F)c(F)c1F	-3	1	1.1	2	-2	-11	-0.6	-5	5
COC(=O)C1C(O)=C(C=Nc2ccccc2)C(=O)CC1(C)C (stereo unspecified)	-20	1.2	1.1	-3	0	-5	-0.1	-11	-5
COc1ccc(C2=NN(CC(=O)NCC(OC)OC)C(=O)CC2)cc1	0	1	0.99	-3	2	1	1.0	-5	-3
COc1cc(C(C#N)N2N=C(c3ccccc3)CC2c2ccccc2)ccc1O (stereo unspecified)	-11	1.1	1.1	1	-10	-6	5.2	1	1

Four entries from above, sorted by molar mass, largest number first:
SMILES	mIAP block	mIAP act	hIAP activ	MIN6 prolif	NR3A LBD binder	hIAP inh	MPTP block	APOBEC3G inh	APOBEC3A inh
CNc1ccc(S(=O)(=O)NCC(=O)OC(C)C(=O)N(C)Cc2ccccc2)cc1[N+](=O)[O-] (stereo unspecified)	1	0.99	0.98	3	0	2	0.0	-4	4
Cc1onc(-c2c(Cl)cccc2Cl)c1NC(=O)NNc1c(Cl)cncc1Cl	-8	1.1	0.98	3	-1	2	0.5	-1	0
CCc1ccc(S(=O)(=O)NCCc2csc(-c3ccccc3)n2)s1	-9	1.1	1.1	-4	-11	-11	69*	-1	-1
CN(C)CCNC(=S)Nc1ccc(F)c(F)c1F	-3	1	1.1	2	-2	-11	-0.6	-5	5
